AHR act: human AHR activation; AHR-responsive luciferase reporter cells, luminescence; activation, % at 5 µM; 2.5% of 320,000 active; P35869; AID 2796; in the data active = activation above about 47%;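 note: 0% = vehicle wells and 100% = reference agonist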
EBNA-1 inh: blocks EBNA-1 binding to DNA. EBNA-1 DNA binding, fluorescence polarization. inhibition, % at 14.8 µM. 0.34% of 300,000 active; in the data active = inhibition above about 28%
ZTA counter: ZTA (EBV) inhibition in EBNA-1 counter-screen; ZTA-DNA binding, fluorescence polarization; inhibition, % at 11 µM; 0.15% of 320,000 active; in the data active = inhibition above about 33%
proCasp3 act: activates human procaspase-3. P42574. recombinant procaspase-3 D3A, Ac-DEVD-pNA absorbance 405 nm. activation, % at 8.5 µM. 0.11% of 330,000 active;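 active = activation above the mean of all tested compounds plus 3 SD, cut at about 21% in these data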;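 note: 0% = DMSO alone and 100% = DMSO wells spiked with extra 5 µM PC-3 D3A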
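Evaluation: percent activation relative to control range; Material: Procaspase-3 D3A mutant, all three cleavage aspartates alanine; Compound: single dose, 8.5 µM nominal compound, 0.8% DMSO; Replication: one well per compound; Signal: absorbance at 405 nm, 0 and 120 min; Schedule: 1 h preincubation plus 2 h reaction at 25 °C.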
LAP4-GFP MLPCN: alters LAP4-GFP fluorescence in TOR pathway yeast screen | 0.34% of 320,000 active | GFP response vs DMSO, % at 10 µM | AID 2023 | S. cerevisiae LAP4-GFP multiplex, flow cytometry GFP, 3 h; median GFP as percent of DMSO wells;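 active = GFP response vs DMSO above a set limit, about the screen mean plus 3 SD, cut at about 150% in these data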
MEP2-GFP yeast: yeast TOR pathway MEP2-GFP modulation; S. cerevisiae MEP2-GFP strain, flow cytometry GFP, 3 h; 100% = DMSO control level; 0.51% of 330,000 active; AID 2016; GFP response vs DMSO, % at 10 µM;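 active = GFP response versus DMSO above a set limit, roughly screen mean plus 3 SD, cut at about 180% in these data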;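 note: median GFP fluorescence of the barcode-gated MEP2-GFP cells per well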
proCasp7 act: counter-screen: procaspase-7 (human) activation | activation, % at 8.5 µM | P55210 | AID 463210 | 0.093% of 330,000 active | recombinant procaspase-7, Ac-DEVD-pNA absorbance 405 nm; D23A/D198A/D206A triple mutant, cannot self-cleave; scale: DMSO 0, 5 µM enzyme 100;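 active = percent activation above the screen-wide mean plus 3 SD, cut at about 25% in these data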
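buffer or medium = Zinc-free HEPES/NaCl buffer, pH 7.4 | material = Procaspase-7 triple mutant (PC-7 D3A) | input = 2 µM procaspase-7 mutant as dispensed | signal = Epi-absorbance of released pNA at 405 nm, two timepoints | timing = 1 h preincubation, 2 h reaction | replicates = singlicate compound testing | evaluation = % activation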
RPL19A-GFP yeast: modulators of TOR pathway RPL19A-GFP in S. cerevisiae | AID 2025 | 0.3% of 330,000 active | S. cerevisiae RPL19A-GFP strain, flow cytometry, 3 h; hits give low values | percent response vs DMSO, % at 10 µM;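 active = percent response vs DMSO below 50%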;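 note: median channel GFP fluorescence of the barcoded RPL19A-GFP strain; ratio of sample median GFP to plate DMSO average so 100% = DMSO; lower means less RPL19A-GFP as with rapamycin TOR inhibition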
Starred values were filed as active, the others as inactive; x = not tested or not shown.

SMILES	AHR act	EBNA-1 inh	ZTA counter	proCasp3 act	LAP4-GFP MLPCN	MEP2-GFP yeast	proCasp7 act	RPL19A-GFP yeast
COc1ccc(NC(=S)NN2CCOCC2)cc1OC	5	6	-13	-8	88	87	2	96
O=C(NNC(=O)C(c1ccccc1)c1ccccc1)c1ccccn1	2	4	21	0	97	107	-3	109
CCNc1ccc(C(=O)OCC)cc1NC(=O)c1cccc(S(=O)(=O)N2CCOCC2)c1	-1	-8	-22	3	101	96	7	100
O=C1c2ccccc2C(=O)N1CCC1=CCCCC1	103*	5	5	11	100	97	0	103
COc1cc(C(C[N+](=O)[O-])c2c(C)cc3ccccn23)ccc1O (stereo not given)	2	-7	8	-14	109	108	-8	105
O=C(C1CCCN(c2ncccn2)C1)N1CCc2ccccc21 (stereo not given)	2	-3	-1	2	102	87	3	90
COc1ccc(N(CC(=O)N2CCc3ccccc3C2)S(C)(=O)=O)cc1Cl	-2	-3	-5	-1	84	98	6	100
O=C(NCCNCCO)C1(C(F)(F)F)C/C(=C\Cc2ccccc2)CCCO1 (stereo not given)	2	3	13	6	107	107	-1	99
O=C(NCCc1ccc(Cl)cc1)C1CCCN1C(=O)Nc1ccccc1 (stereo not given)	0	6	17	3	89	103	-6	103
CN(Cc1c(O)ccc2c1oc(=O)c1ccccc12)C1CCCCC1	8	-1	4	-8	102	106	-15	101
COc1cc(C(=O)OCCCc2cc3ccccc3c(=O)o2)cc(OC)c1OC	1	x	5	0	108	91	5	95
CCSCc1nnc(SCC(=O)Nc2ccc(F)cc2)n1CC	-2	-1	0	13	109	100	2	101
N#Cc1ccc(OCC(=O)N/N=C2/CC(c3ccccc3)Oc3ccccc32)cc1 (stereo not given)	8	4	-4	2	98	104	-2	100
COc1ccc(C(=O)Cc2cc3cccc(OC)c3oc2=O)cc1	2	22	15	11	84	107	8	103
Cc1cccc(C(C)C)c1NC(=O)COC(=O)CN1C(=O)C2CC=CCC2C1=O (stereo not given)	1	5	2	6	96	100	11	103
COc1ccccc1N1CCN(C(=O)c2cc3c(=O)n(C)c4ccccc4c3n2C)CC1	6	2	10	-2	98	107	-3	97
CC1Cc2cc(/C(O)=C3/C(=O)C(=O)N(CCN4CCOCC4)C3c3cccc(O)c3)ccc2O1 (stereo not given)	-2	-9	-17	-2	114	116	-17	94
CCC(=O)Nc1cccc(-c2nc3ccc(C)cc3o2)c1	16	-8	-20	6	109	105	-4	99
O=C(COc1ccc(Cl)cc1)N1CCCC1	1	-1	-4	12	108	100	0	102
CCc1nc2ccc(C(=O)N(C)CC(=O)Nc3cccc(F)c3)cc2nc1CC	2	x	-9	9	98	98	0	99
CCN(CC)C(=O)c1nc[nH]c1C(=O)N1CCc2ccccc2C1	7	x	1	5	96	87	0	96
CC1CC(=O)Nc2ccccc2S1(=O)=O (stereo not given)	-1	1	0	8	100	94	-5	96
Cn1c(SCc2ccc(Cl)cc2Cl)nc(C(F)(F)F)cc1=O	-1	2	21	8	104	101	0	101
O=C(Nc1nc2ccc(C(=O)N3CCCCC3)cc2s1)C1CCCCC1	0	-6	-1	0	94	93	12	94
COc1ccc([C@H]2CC(=O)C=C(c3ccc(NC(C)=O)cc3)C2)cc1OC	24	x	-14	7	87	92	4	92
CCc1ccccc1N=C1S/C(=C/c2ccccc2OCC(=O)N2CCOCC2)C(=O)N1C	1	8	-1	-1	102	103	4	110
Cc1ccccc1-c1nc(CS(=O)(=O)CC(=O)NCc2ccccc2)c(C)o1	0	4	4	-2	105	97	2	97
O=C1c2ccccc2NC(c2cccc(O)c2)N1O (stereo not given)	7	0	-6	-4	114	118	-1	105
Cc1nn(C(=O)CCC(=O)NCCc2ccccc2)c2ccccc12	3	0	-8	-7	93	100	2	100
CCOC(=O)N1CCC(NC(=O)Cc2ccccc2)CC1	1	1	-2	-5	97	97	4	99
CC(NC(=S)NCCCN1CCOCC1)C12CC3CC(CC(C3)C1)C2 (stereo not given)	2	-5	0	-3	98	101	1	99
NC1=NC(=O)CC(C(=O)NCc2ccccc2)S1 (stereo not given)	2	-3	-2	-22	101	98	-27	92
Cc1onc(-c2c(F)cccc2Cl)c1C(=O)Nc1sc2c(c1C#N)CCC(C(C)(C)C)C2 (stereo not given)	3	-7	18	6	92	100	7	99
O=C(CSc1ccc(-c2ccc3c(c2)OCO3)nn1)Nc1nccs1	17	14	15	2	102	94	1	95
CCn1cc(S(=O)(=O)c2ccccc2)c(=O)c2cc(F)c(N3CCN(C)CC3)cc21	1	-1	2	8	101	105	2	100
COc1ccc2[nH]c(=O)c(CNc3cc(C)ccc3C)cc2c1	15	8	2	1	100	98	7	98
COc1ccccc1-n1cnnc1SCC(=O)NC1CCS(=O)(=O)C1 (stereo not given)	1	3	9	3	97	97	0	97
Cc1cc(C)cc(N(CC(=O)NC2CCCCC2)C(=O)CCCC(=O)Nc2ccccn2)c1	1	-7	-1	8	98	96	-11	100
COC(=O)CSc1nnc(CNC(=O)c2cc(OC)cc(OC)c2)n1-c1ccc(F)cc1	1	-12	0	1	104	102	11	95
CCOC(=O)c1sc2ncn(C(C)C(=O)OCC)c(=O)c2c1C (stereo not given)	-2	-1	-8	-12	97	96	11	92

With a hit mark in AHR act (from the list above):
mol | AHR act | EBNA-1 inh | proCasp3 act | LAP4-GFP MLPCN | MEP2-GFP yeast | RPL19A-GFP yeast
O=C1c2ccccc2C(=O)N1CCC1=CCCCC1 | 103* | 5 | 11 | 100 | 97 | 103

Another view of 16 compounds above:
Below each compound: AHR act | EBNA-1 inh | ZTA counter | proCasp3 act | LAP4-GFP MLPCN | MEP2-GFP yeast | proCasp7 act | RPL19A-GFP yeast
CCN(CC)C(=O)c1nc[nH]c1C(=O)N1CCc2ccccc2C1
→ 7 | x | 1 | 5 | 96 | 87 | 0 | 96
CC1CC(=O)Nc2ccccc2S1(=O)=O (stereo not given)
→ -1 | 1 | 0 | 8 | 100 | 94 | -5 | 96
Cn1c(SCc2ccc(Cl)cc2Cl)nc(C(F)(F)F)cc1=O
→ -1 | 2 | 21 | 8 | 104 | 101 | 0 | 101
O=C(Nc1nc2ccc(C(=O)N3CCCCC3)cc2s1)C1CCCCC1
→ 0 | -6 | -1 | 0 | 94 | 93 | 12 | 94
COc1ccc([C@H]2CC(=O)C=C(c3ccc(NC(C)=O)cc3)C2)cc1OC
→ 24 | x | -14 | 7 | 87 | 92 | 4 | 92
CCc1ccccc1N=C1S/C(=C/c2ccccc2OCC(=O)N2CCOCC2)C(=O)N1C
→ 1 | 8 | -1 | -1 | 102 | 103 | 4 | 110
Cc1ccccc1-c1nc(CS(=O)(=O)CC(=O)NCc2ccccc2)c(C)o1
→ 0 | 4 | 4 | -2 | 105 | 97 | 2 | 97
O=C1c2ccccc2NC(c2cccc(O)c2)N1O (stereo not given)
→ 7 | 0 | -6 | -4 | 114 | 118 | -1 | 105
Cc1nn(C(=O)CCC(=O)NCCc2ccccc2)c2ccccc12
→ 3 | 0 | -8 | -7 | 93 | 100 | 2 | 100
CCOC(=O)N1CCC(NC(=O)Cc2ccccc2)CC1
→ 1 | 1 | -2 | -5 | 97 | 97 | 4 | 99
CC(NC(=S)NCCCN1CCOCC1)C12CC3CC(CC(C3)C1)C2 (stereo not given)
→ 2 | -5 | 0 | -3 | 98 | 101 | 1 | 99
NC1=NC(=O)CC(C(=O)NCc2ccccc2)S1 (stereo not given)
→ 2 | -3 | -2 | -22 | 101 | 98 | -27 | 92
Cc1onc(-c2c(F)cccc2Cl)c1C(=O)Nc1sc2c(c1C#N)CCC(C(C)(C)C)C2 (stereo not given)
→ 3 | -7 | 18 | 6 | 92 | 100 | 7 | 99
O=C(CSc1ccc(-c2ccc3c(c2)OCO3)nn1)Nc1nccs1
→ 17 | 14 | 15 | 2 | 102 | 94 | 1 | 95
CCn1cc(S(=O)(=O)c2ccccc2)c(=O)c2cc(F)c(N3CCN(C)CC3)cc21
→ 1 | -1 | 2 | 8 | 101 | 105 | 2 | 100
COc1ccc2[nH]c(=O)c(CNc3cc(C)ccc3C)cc2c1
→ 15 | 8 | 2 | 1 | 100 | 98 | 7 | 98

Continuation:
SMILES	AHR act	EBNA-1 inh	ZTA counter	proCasp3 act	LAP4-GFP MLPCN	MEP2-GFP yeast	proCasp7 act	RPL19A-GFP yeast
O=C(OC1CCOC1=O)c1cc(-c2cccs2)nc2ccccc12 (stereo not given)	1	-1	-3	4	108	101	2	83
CCn1c(CC(=O)Nc2ccc(Cl)c(Cl)c2)nnc1SCc1ccc(C)cc1	2	-7	6	-8	97	100	-2	101
CC(C)(C)NCC(O)COc1ccc(Br)cc1 (stereo not given)	3	-1	-13	7	94	107	-11	102
CCOC(=O)NC(=S)Nc1c(C)n(C)n(-c2ccccc2)c1=O	2	10	5	2	103	94	10	99
CCn1cc(C(=O)Nc2ccc(Cl)cc2Cl)cn1	-6	1	-22	-2	110	96	2	91
c1ccc(CNc2ncnc3c2cnn3-c2ccccc2)cc1	1	4	-12	-3	115	130	12	104
Cc1ccc(NC(=O)CS(=O)(=O)c2cn(C)c3ccccc23)c(C)c1	0	1	11	-7	100	104	-9	101
O=C(CCN1CCOCC1)NC12CC3CC(CC(C3)C1)C2	0	-6	-15	-2	91	101	17	107
C=CCn1c(COc2cccc(C)c2C)nnc1SCC(=O)N1CCN(c2ccccc2)CC1	5	-8	-5	-10	96	101	11	102
c1ccc(-c2cn(C[C@H]3CC[C@@H]([C@@H]4CC[C@H](Cn5cc(-c6ccccn6)nn5)O4)O3)nn2)nc1	-3	-3	-14	2	109	106	9	98
COc1ccc(-n2nc(C(=O)NCC(=O)NCC3CCCO3)c3ccccc3c2=O)cc1Cl (stereo not given)	1	15	7	-2	92	103	-3	102
CCC(=O)Nc1ccc2c(c1)nc(CCN1CCCCC1)n2C	1	-3	-4	0	90	98	5	110

For reference, 2 of the compounds above.
SMILES	AHR act	EBNA-1 inh	ZTA counter	proCasp3 act	LAP4-GFP MLPCN	MEP2-GFP yeast	proCasp7 act	RPL19A-GFP yeast
COc1ccc(-n2nc(C(=O)NCC(=O)NCC3CCCO3)c3ccccc3c2=O)cc1Cl (stereo not given)	1	15	7	-2	92	103	-3	102
CCC(=O)Nc1ccc2c(c1)nc(CCN1CCCCC1)n2C	1	-3	-4	0	90	98	5	110

Bioassay records deposited in PubChem BioAssay by several laboratories.
